Screening results (PubChem)
RORgamma inh: ROR gamma (mouse) transcription inhibition | P51450 | Drosophila S2 Gal4-RORgamma UAS-luciferase reporter, 20 h | Potency, µM (doses to about 53.6 µM), for the others: at the top dose activity change, negative = inhibition, usual class: inhibitors | 310,000 compounds, 5.4% hits | AID 2551; also: potency is read from the fitted curve at half-maximal effect; % is scaled to controls: 0 for no effect and ±100 for the full control effect; nearly all actives have a fitted effect of over 60% in size
Target sequence (P51450 whole entry, looked up, the tested form may be a part): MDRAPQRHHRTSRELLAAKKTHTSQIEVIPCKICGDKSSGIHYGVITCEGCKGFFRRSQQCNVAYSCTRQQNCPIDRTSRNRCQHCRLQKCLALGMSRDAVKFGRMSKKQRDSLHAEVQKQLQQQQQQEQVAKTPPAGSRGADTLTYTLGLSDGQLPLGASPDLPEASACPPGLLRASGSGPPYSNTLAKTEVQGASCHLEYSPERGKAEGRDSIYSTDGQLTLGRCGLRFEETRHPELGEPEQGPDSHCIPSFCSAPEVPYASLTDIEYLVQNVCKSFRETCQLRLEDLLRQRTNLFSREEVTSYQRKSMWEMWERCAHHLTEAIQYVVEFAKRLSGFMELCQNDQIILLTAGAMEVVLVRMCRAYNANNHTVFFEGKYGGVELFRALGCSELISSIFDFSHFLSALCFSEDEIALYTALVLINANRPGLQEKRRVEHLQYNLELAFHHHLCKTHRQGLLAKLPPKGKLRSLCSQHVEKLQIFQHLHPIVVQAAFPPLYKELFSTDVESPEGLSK
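In this cell-based reporter format, copper sulfate (700 uM final) drives Gal4–ROR gamma fusion expression from a metallothionein promoter in Drosophila Schneider cells; compounds preincubated 1 hr, reporter read after 20 hr at ambient temperature.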
Gal4-VP16 FLuc: inhibits Gal4-VP16 luciferase reporter, ROR gamma counter-screen; AID 2546; Potency, µM (doses to about 53.6 µM), without a hit: at the top dose activity, negative = inhibition, most hits filed as inhibitors; Drosophila S2 Gal4-VP16 UAS-luciferase, luminescence, 20 h; 310,000 compounds, 3.5% hits;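 also: Gal4-VP16 expression switched on by copper sulfate through the metallothionein promoter; potency is read from the fitted curve at half-maximal effect; % is scaled to controls: 0 for no effect and ±100 for the full control effect; nearly all actives have a fitted effect of over 50% in size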
Giardia kill: Giardia lamblia killing | Giardia lamblia trophozoite viability | AID 540267 | activity change, % at 7.66 µM, hits read low | 340,000 compounds, 0.15% hits; in the data active = activity change below about -80%; inconclusive = between about -30% and that limit;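 also: parasites exposed to compound for two days anaerobically before the ATP read; % is scaled to controls: 0 for no effect and ±100 for the full control effect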
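ATP-content bioluminescence gauges trophozoite survival. Cells (100/well) receive compound and incubate anaerobically for 48 hrs at 37 deg C; detection reagent follows for 15-30 min at room temperature.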
FLuc modulator: counter-screen for miR-21 project: firefly luciferase inhibitors or activators; 360,000 compounds, 6.9% hits; P08659; Potency, µM (top dose mostly 57.5 µM), for inactives: top-dose activity change, negative = inhibition, hits mostly inhibitors; purified FLuc, Km substrates, luminescence inhibition;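 also: potency is read from the fitted curve at half-maximal effect; plate controls were vehicle for no effect and reference inhibitor for full effect; nearly all actives have a fitted effect of over 55% in size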
Target sequence (P08659 whole entry, looked up): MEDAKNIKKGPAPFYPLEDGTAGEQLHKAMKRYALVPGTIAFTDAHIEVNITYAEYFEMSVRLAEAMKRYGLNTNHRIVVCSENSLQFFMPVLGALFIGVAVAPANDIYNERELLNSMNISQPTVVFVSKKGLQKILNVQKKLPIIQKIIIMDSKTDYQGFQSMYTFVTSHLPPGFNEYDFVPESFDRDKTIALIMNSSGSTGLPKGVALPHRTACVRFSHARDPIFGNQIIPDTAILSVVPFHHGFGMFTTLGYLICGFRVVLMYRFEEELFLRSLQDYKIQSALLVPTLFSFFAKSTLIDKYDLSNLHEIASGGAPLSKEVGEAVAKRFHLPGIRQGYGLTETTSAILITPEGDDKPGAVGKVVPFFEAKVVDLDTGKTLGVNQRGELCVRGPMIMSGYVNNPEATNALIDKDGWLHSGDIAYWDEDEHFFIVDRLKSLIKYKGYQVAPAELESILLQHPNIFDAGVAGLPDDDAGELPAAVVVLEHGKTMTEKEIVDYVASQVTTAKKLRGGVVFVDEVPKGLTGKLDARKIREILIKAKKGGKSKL
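Purified P. pyralis luciferase, 10 nM final, with Km-level 10 uM D-luciferin and 10 uM ATP in 50 mM Tris acetate pH 7.5, 10 mM Mg acetate, 0.01% Tween-20, 0.05% BSA; 6-point qHTS titration about 60 µM downward; luminescence read.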
BRCA1 expr up: BRCA1 expression activation; AID 624202; MCF7-BRCA1-FFLuc reporter, luminescence, 48 h; response scale: scaled: vehicle 0%, 10 µM genistein 100%; 380,000 compounds, 1.1% hits; Potency, µM (highest dose often 46.1 µM), inactives show at the highest dose activation, actives largely listed as activators; also: potency is read from the fitted curve at half-maximal effect; nearly all actives have a fitted effect of over 80% in size; some results filed as inactive show a strong effect at the top dose
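Using MCF7 cells harboring a BRCA1 firefly luciferase reporter, plated 2 h before compound pinning, the screen measured luminescence after 48 h incubation. Responses were normalized to DMSO and 10 microM genistein, then fitted for concentration-effect.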
Menin-MLL TR inh: displaces Texas Red mutant MLL peptide from human menin; Potency, µM (doses to about 61.6 µM), for the others: top-dose FP activity change, negative = inhibition, most hits filed as inhibitors; 270,000 compounds, 0.23% hits; AID 1768; Menin + Texas Red MLL mutant peptide, fluorescence polarization; active = well fitted inhibition curve with a large enough effect in the polarisation, with a control signal flat, not every such curve was filed as active; inconclusive = small, poorly fitted or top-dose-only effect, or effect the other way, or a change in a side signal; inactive = no such curve, though single readings can be large or run the other way; the % refers to the polarisation; also: potency is read from the fitted curve at half-maximal effect; % of control where 0% means no effect; many of its hits are not listed in these tables
NPC1 prom act: activates the NPC1 promoter; Potency, µM (doses to about 9.22 µM), without a hit: top-dose activation, usual class: activators; Huh7 NPC1 promoter luciferase reporter, 24 h; 320,000 compounds, 2.4% hits; AID 485313;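 also: potency is read from the fitted curve at half-maximal effect; % of control where 0% means no effect; nearly all actives have a fitted effect of over 60% in size; reporter is driven by a mutant NPC1 promoter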
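NPC1 promoter–luciferase Huh7 cells; 24 h compound; luminescence.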
ELG1 genotoxic: inducers of genotoxicity in HEK293T ELG1-luciferase cells; HEK293T ELG1-luciferase reporter, luminescence, 16 h; Potency, µM (highest dose often 46 µM), without a hit: at the highest dose activity change, positive = activation, usual class: activators; 330,000 compounds, 1.3% hits; AID 504466; also: potency is read from the fitted curve at half-maximal effect; % of control where 0% means no effect; nearly all actives have a fitted effect of over 60% in size
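Genotoxicity was scored as increased ELG1-luciferase reporter signal, measured by ONE-Glo luminescence (30 min, room temperature). Compound or vehicle exposure of the HEK293T reporter cells lasted 16 hr at 37°C.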
PKM2 act: increases activity of human pyruvate kinase M2 | 260,000 compounds, 0.34% hits | Potency, µM (titrated, usually from 57.5 µM), inactives show at the top dose activation, usual class: activators | P14618 | AID 1631 | purified PKM2, Kinase-Glo ATP luminescence, activation; response scale: 0% is enzyme alone, no compound; also: potency is read from the fitted curve at half-maximal effect; % is scaled to controls: 0 for no effect and ±100 for the full control effect; nearly all actives have a fitted effect of over 55% in size
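Kinase-Glo luminescence reports ATP generated from ADP (0.1 mM) and PEP (0.5 mM) by purified hPK-M2 after 1 h at room temperature, pH 7.2 imidazole buffer; intermediate enzyme activity allows detecting inhibitors and activators.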
p53 reactivation: mutant p53 re-activation in reporter cells. Potency, µM (titrated, usually from 92.2 µM), inactives show at the top dose activity change, positive = activation, usual class: activators. 320,000 compounds, 0.063% hits. H1299 p53-A138V BP100-luciferase reporter, luminescence, 24 h; also: potency is read from the fitted curve at half-maximal effect; % of control where 0% means no effect; nearly all actives have a fitted effect of over 45% in size
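H1299 (p53-null), stable ts p53-A138V + BP100-Luc; 1000 cells/well, Opti-MEM/10% FBS; cpd 4 pt, 1:5; 24 h, 37 deg C, 5% CO2; detection reagent 10 min RT; luminescence.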
Rab9 prom act: activates the Rab9 promoter; Huh7 Rab9 promoter-luciferase reporter, luminescence, 24 h; Potency, µM (highest dose often 9.22 µM), for the others: at the top dose activation, negative = inhibition, most hits filed as activators; AID 485297; 320,000 compounds, 2.8% hits; also: potency is read from the fitted curve at half-maximal effect; % of control where 0% means no effect; nearly all actives have a fitted effect of over 60% in size
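Steps: seed 1500 Huh7 Rab9-luc cells per well, rest 2 h at 37 °C; add compound in DMSO; incubate 24 h; add luciferase reagent, 10 min ambient; read luminescence.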
Numbers without * were called inactive; ? = inconclusive; nt = no result given; & = joins results of further samples; [ ] = another dose, or the depositor's remark. Unless noted, calls follow the shape of the dose curve; as a rule, active = well fitted curve in the direction sought with a large enough effect; inconclusive = small, poorly fitted or top-dose-only effect, or another doubt; inactive = no such curve, though single readings can be large; an effect the other way counts as inactive or inconclusive.

item	Structure	RORgamma inh	Gal4-VP16 FLuc	Giardia kill	FLuc modulator	BRCA1 expr up	Menin-MLL TR inh
1	C/C(CC(=O)Nc1ccc2c(c1)OCCO2)=N\NC(=O)Cc1ccccc1	0%	-8%	0	?	0%	nt
2	CCCc1[nH]nc2c1C(c1ccc(O)c(OC)c1)C(C#N)=C(N)O2 (configuration not stated)	-33%	8%	-4	0%	-29%	3%
3	COc1ncnc2c1oc1nc(CC(C)C)c3c(c12)CCCC3	-22%	-9%	-7	6%	7%	-5%
4	O=C(COn1nnc2ccc(Cl)cc21)NC1CCS(=O)(=O)C1 (configuration not stated)	nt	nt	-5	1%	6%	nt
5	CCC(C)(C)n1nnnc1C(C(C)C)N(Cc1ccco1)Cc1cc2cc3c(cc2[nH]c1=O)OCO3 (configuration not stated)	-22%	9%	19	10%	-57%	-11%
6	O=C(CS(=O)CC(=O)N(c1cccc(F)c1)C(C(=O)NC1CCCCC1)c1ccco1)Nc1ccc(F)cc1 (configuration not stated)	14%	10%	-15	2%	-23%	-22%
7	COc1cc(C(=O)Nn2c(C)nc3ccccc3c2=O)cc(OC)c1OC	7%	3%	17	-2%	-22%	16%
8	Cc1cc(C(=O)CSc2ncccn2)c(C)n1Cc1ccco1	-30%	-26%	-25	3µM*	?	-1%
9	Cc1occc1-c1nnc(SCC(=O)Nc2nc(-c3ccccc3)cs2)o1	?	-21%	13	3%	3%	7%
10	CCCn1c(CCNC(=O)c2cccs2)nc2ccccc21	33%	-3%	8	0%	-21%	2%

item	NPC1 prom act	ELG1 genotoxic	PKM2 act	p53 reactivation	Rab9 prom act
1	2%	3%	nt	8%	12%
2	-3%	2%	-3%	-3%	0%
3	-1%	-3%	-2%	1%	4%
4	0%	-2%	nt	4%	3%
5	-1%	-8%	6%	4%	3%
6	-3%	0%	2%	-18%	-5%
7	2%	-5%	nt	-4%	19%
8	1µM*	?	?	-2%	0.56µM*
9	11%	?	11%	0%	23%
10	-1%	1%	0%	-3%	1%

Random excerpt: 2 compounds from above.
item	Structure	RORgamma inh	Gal4-VP16 FLuc	Giardia kill	FLuc modulator	BRCA1 expr up	Menin-MLL TR inh
8	Cc1cc(C(=O)CSc2ncccn2)c(C)n1Cc1ccco1	-30%	-26%	-25	3µM*	?	-1%
10	CCCn1c(CCNC(=O)c2cccs2)nc2ccccc21	33%	-3%	8	0%	-21%	2%

item	NPC1 prom act	ELG1 genotoxic	PKM2 act	p53 reactivation	Rab9 prom act
8	1µM*	?	?	-2%	0.56µM*
10	-1%	1%	0%	-3%	1%

Other results follow:
item	Structure	RORgamma inh	Gal4-VP16 FLuc	Giardia kill	FLuc modulator	BRCA1 expr up	Menin-MLL TR inh
11	Cc1ccc(NC(=O)c2cc(S(=O)(=O)NCCC3=CCCCC3)ccc2F)cc1F	?	?	32[activator]	-7%&4%	-88%	33%[activator]
12	O=C(Cn1nnc2c(cnn2-c2ccccc2)c1=O)NCc1cccs1	-3%	24%	-3	-2%	-21%	-2%
13	C=CCn1c(CNC(=O)c2cccs2)nnc1SCC(=O)c1ccc(Br)cc1	38%	-1%	4	0%	-24%	5%
14	O=C(/C=C\Nc1ccc(S(=O)(=O)Nc2ncccn2)cc1)c1cccc2ccccc12	37%	-2%	-14	?	-11%	nt
15	O=C(CSc1n[nH]c(-c2ccncc2)n1)Nc1ccccc1C(F)(F)F	0%	17%	-21	1%	54%	-20%
16	CCOC(=O)c1ccc(COc2nc3ccccc3nc2-c2ccccc2NC(C)=O)o1	4%	-5%	-2	1%	-21%	-25%
17	CCOc1ccc(S(=O)(=O)NCCC(=O)N2CC(C)CC(C)C2)cc1 (configuration not stated)	nt	nt	-3	2%	0%	nt
18	Cc1cccc(C2=N/C(=C\c3cccnc3)C(=O)O2)c1	12%	-1%[0.365 µM]	-12	?	-2%	17%
19	CCOc1cc(CN2CCN(CCc3ccccc3)C(CCO)C2)ccc1OC (configuration not stated)	15%	0%	-4	-1%	2%	-20%
20	O=C1OC(Nc2ccc(F)c([N+](=O)[O-])c2)c2ccccc21 (configuration not stated)	-2%	?	-11	6%	-16%	nt

item	NPC1 prom act	ELG1 genotoxic	PKM2 act	p53 reactivation	Rab9 prom act
11	-9%	2%	2%	-13%	-15%
12	16%	2%	-2%	?	23%
13	-1%	-2%	6%	-7%	0%
14	1%	3%	7%	-6%	-5%
15	-1%	1%	nt	1%	-3%
16	-8%	1%	3%	10%	-7%
17	0%	1%	nt	4%	-2%
18	1%	0%	-1%	-2%	-3%
19	-9%	-6%	3%	-2%	2%
20	1%	0%	4%	-1%	12%

Going on with the list:
item	Structure	RORgamma inh	Gal4-VP16 FLuc	Giardia kill	FLuc modulator	BRCA1 expr up	Menin-MLL TR inh
21	O=C(NCc1ccccn1)c1cccc(NS(=O)(=O)c2cccc(F)c2)c1	-23%	-15%	10	1%	-8%	3%
22	O=C(C[n+]1ccccc1)Nc1c(Cl)cc(Cl)cc1Cl	?	?	-17	?	-4%	?
23	Cc1cccc(NC(=O)Nc2nnc(N3CCCCC3C)s2)c1C (configuration not stated)	3%	0%	3	1%	-4%	-3%
24	Cc1ccc(-n2nnnc2SCC(=O)Nc2sccc2C#N)cc1	?	-15%	-1	3%	-4%	-5%
25	CSc1nc(C)nc(N/C=C(\C#N)S(=O)(=O)c2ccccc2Cl)n1	4%	2%	-23	-3%	-8%	nt
26	CCN1C(=O)c2ccccc2S(=O)c2ccc(C(=O)NCCCN3CCCC3=O)cc21 (configuration not stated)	-17%	0%	-14	-5%	7%	1%
27	Cc1cccc(C)c1OCCNC(=O)C(=O)NCc1ccco1	7%	5%	-3	0%	-34%	12%
28	Cc1ccc(CNC(=O)CCC2CCCN(Cc3cccc4ncccc34)C2)o1 (configuration not stated)	20%	?	-5	-17%	-18%	?
29	CCOc1cc(NC(=S)NCCCN2CCOCC2)c(OCC)cc1NC(=O)C(C)C	-16%	-4%	-21	1%	-6%	-20%
30	COc1cccc(NC(=O)CSc2nc3ccccc3nc2N2CCCC2)c1	-21%	5%	-18	?	-5%	17%

item	NPC1 prom act	ELG1 genotoxic	PKM2 act	p53 reactivation	Rab9 prom act
21	0%	2%	-8%	-3%	-9%
22	6%	3%	0%	2%	?
23	8%	0%	0%	3%	13%
24	0%	-1%	-3%	3%	0%
25	0%	0%	9%	-3%	1%
26	0%	1%	1%	-1%	1%
27	-2%	-1%	-13%	4%	0%
28	-2%	-1%	13%	-1%	1%
29	-5%	2%	-22%	18%	-12%
30	-6%	-5%	1%	14%	-10%

Entries listed so far printed as active in NPC1 prom act:
| item | molecule | RORgamma inh | Menin-MLL TR inh | NPC1 prom act | PKM2 act | p53 reactivation |
| --- | --- | --- | --- | --- | --- | --- |
| 8 | Cc1cc(C(=O)CSc2ncccn2)c(C)n1Cc1ccco1 | -30% | -1% | 1µM* | ? | -2% |

Next entries follow:
item	Structure	RORgamma inh	Gal4-VP16 FLuc	Giardia kill	FLuc modulator	BRCA1 expr up	Menin-MLL TR inh
31	COc1ccc(S(=O)(=O)Nc2cc(C(=O)NCCCOC(C)C)ccc2N2CCOCC2)cc1	-19%	-3%	-18	3%	-14%	-1%
32	COc1ccc(OCC(=O)Nc2cc(OC)cc(OC)c2)cc1	-4%	-1%	5	-23%	2%	8%
33	CCC1(c2ccc(Cl)cc2)NC(=O)N(Cc2ccc(C(=O)OC)cc2)C1=O (configuration not stated)	42%	-16%	1	-3%	-26%	22%
34	NC(=O)c1nnn(-c2cccc(C(F)(F)F)c2)c1-c1ccccc1	9%	-7%	0	2%	-7%	nt
35	CCCCOc1ccc(/C(O)=C2/C(=O)C(=O)N(Cc3cccnc3)C2c2ccncc2)c(C)c1 (configuration not stated)	21%	4%	1	-1%	-5%	-1%
36	Cc1cc(C)c2c(n1)sc1c(-c3ccccc3)c(C#N)c(N)nc12	4%	13%	-1	1%	-19%	-1%

item	NPC1 prom act	ELG1 genotoxic	PKM2 act	p53 reactivation	Rab9 prom act
31	-6%	7%	6%	2%	-1%
32	5%	-3%	6%	-7%	2%
33	-8%	-3%	-12%	-8%	-10%
34	-5%	1%	6%	-2%	-2%
35	-2%	-1%	5%	-2%	-5%
36	1%	9%	-19%	1%	-5%

An excerpt; the hit share may differ from the screen's.
